aDG glyco up = increases alpha dystroglycan glycosylation; actives 0.22% (n = 360,000); AID 624168; Pro5-aDG cells, alpha-DG glycosylation AlphaScreen (IIH6); 0% Pro5, 100% B10-LARGE cell signal; activation, % at 10 µM;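 active means activation of at least 8% versus controls, or a plate z-score of at least 8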;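 further: Pro5 are CHO cells carrying HIG-tagged alpha-DG that lacks glycosylation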
Glyco luc inh = blocks N-linked glycosylation in D54 reporter cells. D54 ERlucT glycosylation luciferase reporter, 24 h; percent of 100 nM tunicamycin response. reporter increase, % at 12.5 µM. actives 0.23% (n = 360,000);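 active means mean luciferase reporter signal, scaled so untreated is 0 and the glycosylation-blocking control 100, at or above a set limit in every replicate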;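 further: luciferase carries N-glycosylation sites so blocking glycosylation raises the light; 0% = median of neutral control wells and 100% = median of 100 nM tunicamycin wells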
Cardio protect = myocardial damage modulation in H9c2 cells | actives 0.63% (n = 360,000) | H9c2 cardiomyocytes, H2O2 injury protection, ATPLite, 2 h | protection from H2O2 cell death, % at 20 µM;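 active means compounds giving at least 50% protection of heart cells from peroxide-induced death in the single-dose screen, raw or plate-pattern-corrected value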;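 further: 0% = DMSO wells with peroxide and 100% = DMSO wells without peroxide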
Exocytosis inh = blocks lytic granule exocytosis; AID 651702; TALL-104 LAMP-1 surface exposure, flow cytometry; cells stimulated with thapsigargin and PMA; inhibition, % at 10 µM; actives 0.66% (n = 360,000);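 active means inhibition above about 55%, limit read from the data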
MC4R antag cAMP = human MC4R antagonism in cAMP assay. MC4R-expressing cells, MTII-stimulated cAMP, LANCE TR-FRET. actives 0.48% (n = 360,000). P32245. inhibition, % at 6.5 µM;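 active means inhibition above its plate's cutoff, the mean of tested wells on that plate plus 3 SD, cut at about 29% in these data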;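 further: 0% = Melanotan II alone and 100% = Melanotan II plus saturating MCL0020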
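material = U2OS cells stably expressing human melanocortin 4 receptor (MC4R) | also added = Melanotan II challenge | dosing = single nominal compound dose of 6.5 µM | detection = TR-FRET with Eu-cAMP and labeled anti-cAMP, 671 nm | replication = singlicate | timing = compound 30 min, challenge 1 h, detection 1 h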
ABHD5 PLIN5 PPI = inhibitors of human ABHD5-perilipin-5 interaction; actives 0.78% (n = 360,000); AID 602281; inhibition, % at 4 µM; Split G. princeps luciferase complementation, luminescence, 4 h; Q00G26+Q8WTS1;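 active means inhibition above the mean inhibition across every tested compound plus 3 SD, cut at about 22% in these data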;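 further: 0% = DMSO only wells and the 100% control is not disclosed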
Target sequence (Q00G26 whole entry, looked up): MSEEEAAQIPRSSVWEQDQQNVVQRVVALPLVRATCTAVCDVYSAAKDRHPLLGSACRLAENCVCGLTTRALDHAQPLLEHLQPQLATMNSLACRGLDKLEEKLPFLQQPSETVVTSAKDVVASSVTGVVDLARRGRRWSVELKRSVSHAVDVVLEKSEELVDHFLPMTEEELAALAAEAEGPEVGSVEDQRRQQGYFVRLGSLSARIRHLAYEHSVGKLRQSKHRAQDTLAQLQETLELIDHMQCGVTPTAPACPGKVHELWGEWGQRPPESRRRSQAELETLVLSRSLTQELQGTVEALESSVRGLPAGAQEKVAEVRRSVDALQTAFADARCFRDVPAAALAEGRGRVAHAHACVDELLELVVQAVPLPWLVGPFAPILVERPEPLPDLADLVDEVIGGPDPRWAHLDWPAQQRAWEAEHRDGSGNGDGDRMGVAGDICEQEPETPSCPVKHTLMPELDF
Target sequence (Q8WTS1 whole entry, looked up): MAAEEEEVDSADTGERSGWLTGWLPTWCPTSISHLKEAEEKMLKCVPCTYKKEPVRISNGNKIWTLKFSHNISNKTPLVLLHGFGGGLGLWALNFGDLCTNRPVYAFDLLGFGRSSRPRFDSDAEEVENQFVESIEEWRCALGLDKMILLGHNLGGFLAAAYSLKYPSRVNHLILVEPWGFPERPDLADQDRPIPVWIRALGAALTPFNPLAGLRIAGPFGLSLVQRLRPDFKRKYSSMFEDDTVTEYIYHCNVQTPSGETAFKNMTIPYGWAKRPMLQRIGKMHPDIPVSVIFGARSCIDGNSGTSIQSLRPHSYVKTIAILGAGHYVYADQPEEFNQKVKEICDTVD
iPSC survival up = enhancers of human iPSC single-cell survival; survival enhancement, % at 20 µM; hiPSC single-cell survival, ATPlite luminescence; 100% = ROCK inhibitor wells, 0% = DMSO; AID 602274; actives 0.044% (n = 360,000); in the data active means survival enhancement above about 18%;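 further: cells exposed to compounds for 16 hours before the ATP read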
m5-HT2A agonist = mouse HTR2A agonism via beta-arrestin recruitment. P35363. CHO-K1 mHTR2A beta-arrestin complementation, luminescence; percent of 30 µM serotonin response. activation, % at 7.6 µM. actives 0.66% (n = 360,000). AID 624169;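 active means activation above a run cutoff, the mean activation of all tested compounds plus 3 SD, cut at about 14% in these data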;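 further: 0% = plate median of compound wells and 100% = 30 µM serotonin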
MC4R ag barr = activates human MC4R beta-arrestin recruitment; P32245; U2OS MC4R beta-arrestin complementation, luminescence; percent of melanotan II response, DMSO zero; activation, % at 8.9 µM; actives 0.98% (n = 360,000); AID 540308;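 active means activation above a per-plate cutoff, the mean activation of sample wells on that plate plus 3 SD, cut at about 8% in these data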
ABCB6 inh 2 = blocks the human ABCB6 transporter | Q9NP58 | K562-ABCB6 porphyrin accumulation, flow cytometry, 1 h; hits give low values | fluorescence ratio to DMSO, % at 10 µM | actives 0.19% (n = 360,000) | AID 602162;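 active means fluorescence ratio to DMSO below 75%, the collection mean minus 3 SD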;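 further: signal is porphyrin accumulated inside mitochondria; 100% equals median channel fluorescence of DMSO control wells; lower ratio means ABCB6 inhibition with less porphyrin fluorescence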
Active calls of the source: *.

SMILES	aDG glyco up	Glyco luc inh	Cardio protect	Exocytosis inh	MC4R antag cAMP	ABHD5 PLIN5 PPI	iPSC survival up	m5-HT2A agonist	MC4R ag barr	ABCB6 inh 2
O=C(c1ccc(Cl)cc1)C1CCN(C(=O)c2ccccc2)CC1	0.4	-4	-2	-5	-1	0	0.1	4	-0.5	101
COc1ccccc1-n1c(SCC(=O)Nc2cccc3ccccc23)nc(O)cc1=O	-0.1	-3	6	-2	19	-13	8.5	-4	-1.9	110
Cc1noc(C)c1S(=O)(=O)N(CC(=O)NC1CCC(C)CC1)c1ccc(C(C)C)cc1 (stereo not drawn)	0.2	-5	-8	72*	10	-4	1.7	5	4.0	99
OCCOCCn1c(C(CO)Nc2nc(-c3cccc(Br)c3)cs2)nc2ccccc21 (stereo not drawn)	0.1	2	-24	-17	13	-34	0.6	1	-1.6	94
CCCCn1c(SCC(=O)N2CCCC2)nc2cc(S(N)(=O)=O)ccc21	0.1	-3	-1	-7	0	-2	0.5	2	-0.4	96
O=C(Cn1cnc2cc([N+](=O)[O-])ccc2c1=O)NCc1ccccc1	0.3	2	7	6	6	1	-0.3	3	-0.6	102
CCOC(=O)Nc1cccc(Nc2ccccc2)c1	0.1	1	-7	2	2	-6	7.8	-5	-2.8	98
COc1ccc(-n2cnc3cc(C(=O)NCC4CCCO4)ccc32)cc1 (stereo not drawn)	0.3	0	-1	-3	16	-2	0.1	-2	-1.7	104
O=C(O)/C=C/c1ccc(S(=O)(=O)NCc2ccco2)cc1	-0.1	1	4	0	2	5	2.3	2	-0.8	103
O=C(O)c1ccc(-n2c(/C=C/c3cccc([N+](=O)[O-])c3)nc3ccccc3c2=O)cc1	-0.1	4	3	9	0	-3	1.1	-1	0.5	97
Cc1ccc(-n2c(SCC(=O)NCc3ccco3)nc3sc(C)c(C)c3c2=O)cc1	-0.2	-2	2	-2	-6	3	0.6	-2	1.6	91
CCn1c(N2CCC(C)CC2)nc2c1c(=O)n(C)c(=O)n2C	0.2	0	2	-2	9	0	0.0	-2	-1.6	106
O=C(O)c1cccc(Nc2cc(Cl)c3nonc3c2[N+](=O)[O-])c1	0.2	1	0	-5	16	29*	2.4	1	-3.5	98
Cc1ccc2c(CC(=O)NCC3COc4ccccc4O3)coc2c1 (stereo not drawn)	0.3	0	-5	2	-2	-8	3.3	2	-0.6	97
CCOC(=O)C1=C(C)Nc2nc(SCC)[nH]c(=O)c2C1c1ccncc1 (stereo not drawn)	0.0	0	5	0	-1	15	-1.5	3	-0.1	99
O=C(COC(=O)c1c(Cl)cccc1Cl)NC1CCCCCCC1	-0.4	-3	6	-2	6	-5	2.3	0	0.3	92
C/C(=N\Nc1nc(C)c(C)s1)c1ccc([N+](=O)[O-])cc1	0.2	5	-27	0	-26	-7	1.5	-5	-1.7	192
C=CC[C@@H]1Cc2c(Br)ccc(Br)c2[C@@H](CC=C)N1	0.3	-1	-7	-1	-4	-8	-0.4	10	2.8	100
Oc1ccc(O)c(Cc2nc3ccccc3s2)c1	0.3	8	-8	1	3	7	1.6	2	-1.1	102
O=C1NC(NS(=O)(=O)c2ccccc2)(C(F)(F)F)C(=O)N1CCc1ccccc1 (stereo not drawn)	0.0	0	1	-6	8	5	-0.5	9	-1.4	101
CCCc1cc(C(=O)NNC(=S)NCC2CCCO2)cs1 (stereo not drawn)	0.3	-1	3	-2	11	1	0.8	-4	-1.5	99
CCN(Cc1ccccc1)C(=S)NC(=O)c1ccccc1Br	-0.1	0	9	-3	7	2	-0.8	-8	0.4	98
NC(=O)CN1CCOCCOCCOCCOCCOCC1	0.2	2	-3	0	1	2	-0.2	4	-0.8	97
CCOC(=O)CC1=NC(=O)CS1	0.2	0	-1	-3	3	-4	-1.5	4	-1.9	109
CCCN1Cc2cccc(C(=O)Nc3ccc4c(c3)OCO4)c2C1=O	-0.3	0	13	30	-4	4	4.0	7	3.8	88
COc1ccc(CNC(=O)CN2CCC(NC(=O)c3ccc(OC)cc3)CC2)cc1	0.1	-1	0	-2	17	2	-0.2	5	2.2	96
COc1ccc(Cc2noc(CN3CCC(c4ccncc4)CC3)n2)cc1OC	0.3	0	-2	1	7	0	-0.1	4	0.7	99
Cc1nc2c(C#N)c(-c3ccc(Cl)cc3)ccn2n1	0.1	-1	-1	-1	-4	2	-0.1	5	-1.9	96
O=[N+]([O-])c1cccc2ccc(/C=C/c3cccc(Br)c3)nc12	-0.5	0	-10	4	3	2	2.2	3	-2.7	95
COCCNC(=O)C(c1ccc(F)cc1)N(CCOC)C(=O)CCC(=O)Nc1ccccn1 (stereo not drawn)	-0.1	1	3	-6	2	-7	-0.5	2	0.1	95

13 structures already listed, arranged by SMILES length, descending.
SMILES	aDG glyco up	Glyco luc inh	Cardio protect	Exocytosis inh	MC4R antag cAMP	ABHD5 PLIN5 PPI	iPSC survival up	m5-HT2A agonist	MC4R ag barr	ABCB6 inh 2
O=C(O)c1ccc(-n2c(/C=C/c3cccc([N+](=O)[O-])c3)nc3ccccc3c2=O)cc1	-0.1	4	3	9	0	-3	1.1	-1	0.5	97
O=C1NC(NS(=O)(=O)c2ccccc2)(C(F)(F)F)C(=O)N1CCc1ccccc1 (stereo not drawn)	0.0	0	1	-6	8	5	-0.5	9	-1.4	101
COCCNC(=O)C(c1ccc(F)cc1)N(CCOC)C(=O)CCC(=O)Nc1ccccn1 (stereo not drawn)	-0.1	1	3	-6	2	-7	-0.5	2	0.1	95
COc1ccccc1-n1c(SCC(=O)Nc2cccc3ccccc23)nc(O)cc1=O	-0.1	-3	6	-2	19	-13	8.5	-4	-1.9	110
O=C(O)c1cccc(Nc2cc(Cl)c3nonc3c2[N+](=O)[O-])c1	0.2	1	0	-5	16	29*	2.4	1	-3.5	98
C=CC[C@@H]1Cc2c(Br)ccc(Br)c2[C@@H](CC=C)N1	0.3	-1	-7	-1	-4	-8	-0.4	10	2.8	100
CCCN1Cc2cccc(C(=O)Nc3ccc4c(c3)OCO4)c2C1=O	-0.3	0	13	30	-4	4	4.0	7	3.8	88
CCn1c(N2CCC(C)CC2)nc2c1c(=O)n(C)c(=O)n2C	0.2	0	2	-2	9	0	0.0	-2	-1.6	106
O=C(O)/C=C/c1ccc(S(=O)(=O)NCc2ccco2)cc1	-0.1	1	4	0	2	5	2.3	2	-0.8	103
Cc1ccc2c(CC(=O)NCC3COc4ccccc4O3)coc2c1 (stereo not drawn)	0.3	0	-5	2	-2	-8	3.3	2	-0.6	97
CCN(Cc1ccccc1)C(=S)NC(=O)c1ccccc1Br	-0.1	0	9	-3	7	2	-0.8	-8	0.4	98
Cc1nc2c(C#N)c(-c3ccc(Cl)cc3)ccn2n1	0.1	-1	-1	-1	-4	2	-0.1	5	-1.9	96
CCOC(=O)CC1=NC(=O)CS1	0.2	0	-1	-3	3	-4	-1.5	4	-1.9	109

(cont.)
SMILES	aDG glyco up	Glyco luc inh	Cardio protect	Exocytosis inh	MC4R antag cAMP	ABHD5 PLIN5 PPI	iPSC survival up	m5-HT2A agonist	MC4R ag barr	ABCB6 inh 2
CC(=O)c1ccc(NC(=O)C(C)Sc2nnnn2C)cc1 (stereo not drawn)	-0.1	1	3	-4	1	3	0.7	0	-2.8	98
c1ccc2c(c1)CC(CN1CCNCC1)O2 (stereo not drawn)	-0.1	0	1	5	2	-3	0.4	-4	0.4	101
C/C(CC(=O)Nc1ccc(OCc2ccccc2)cc1)=N\NC(=O)C(=O)Nc1ccc(C)c(Cl)c1	0.3	0	21	5	-1	3	5.9	2	0.1	78
CSc1nc(N)nc(SCC(=O)CC(=O)OC(C)C)c1C#N	-0.1	0	8	-2	-1	-2	-2.2	2	-1.4	104
Cn1c(=O)c2c(nc(N3CCOCC3)n2C)n(C)c1=O	0.0	2	11	0	4	-2	-0.4	-5	-3.7	97
Cc1nc(-c2ccc([N+](=O)[O-])cc2)sc1C(=O)O	-0.3	1	-1	9	-4	7	1.0	2	7.6	104
O=C(Nc1ccc(-c2nc3ncccc3o2)cc1)c1ccc([N+](=O)[O-])o1	-0.2	-7	-20	-12	-14	-2	-0.5	9	-1.3	99
Cc1ccc(S(=O)(=O)C/N=C(/NC(=S)N(c2ccccc2)c2ccccc2)c2ccccc2)cc1	0.0	-1	-2	-1	4	-47	-2.5	1	1.2	100
CCc1occc(=O)c1Oc1cc(NN2CCCCC2)c([N+](=O)[O-])cc1[N+](=O)[O-]	0.0	-1	0	-4	6	2	1.7	-2	-0.9	101
N#CC1=C(N2CCCCC2)c2cc3c(n2C1=O)CCCC3	-0.6	1	-14	-6	0	15	2.2	1	-0.7	105
O=C1/C(=C/c2ccc(O)c(O)c2)SC(=S)N1Nc1ccccc1	-0.6	-4	20	4	-15	14	-1.7	-4	-6.5	183
O=C(NC1CCCCCC1)c1ccc2nc3cc(Cl)ccc3c(=O)n2c1	0.1	1	-3	1	24	0	0.1	1	3.2	88
CCc1ccccc1N/C(=N\S(=O)(=O)c1ccccc1)C(F)(F)F	-0.3	2	5	4	17	2	1.1	-5	-1.2	101
CC1(NC(=O)Cc2csc(-c3cccc(Cl)c3)n2)CCS(=O)(=O)C1 (stereo not drawn)	0.1	0	2	-8	20	-2	1.1	5	-0.8	96
CCOC(=O)N1CCN(C(=O)c2ccc(Cl)nc2)CC1	-0.1	2	5	-1	-4	0	-0.6	-1	-1.6	93
COc1ccc(C2Nc3ccccc3NC3=C2C(=O)CC(C)(C)C3)cc1O (stereo not drawn)	0.0	1	-3	-1	-8	-2	-0.5	1	0.7	101
CCCCCCCCCCCCCCCC(=O)NCCO	-0.1	0	8	3	3	-1	1.4	4	12*	91
CCCCCn1c(=O)c2ccccc2n2c(=S)[nH]nc12	0.0	2	4	-3	16	-5	-0.2	-3	-3.9	99
Cc1ccc(N(CC(=O)Nc2cc(Cl)ccc2Oc2ccccc2)S(C)(=O)=O)c(C)c1	0.4	-6	-27	-16	4	-11	-1.2	-2	0.5	94
Cn1c(=NC(=O)CSCC(=O)N2CCOCC2)sc2ccccc21	0.0	0	2	-4	0	3	1.4	13	-2.2	101
N#C/C(=C\c1ccccc1)C(=O)NNS(=O)(=O)c1cccc([N+](=O)[O-])c1	0.1	1	-4	2	6	-7	2.6	2	-1.3	94
COc1ccc(NC(=O)CSc2nnc(NC(=O)c3ccco3)s2)cc1OC	0.0	2	-4	-2	-1	9	-0.4	2	-1.7	90
